# From PubChem
# TDP1 block: inhibitors of human tyrosyl-DNA phosphodiesterase TDP1 | AID 485290 | recombinant TDP1, AlphaScreen DNA substrate cleavage | Potency, µM (titrated, usually from 130 µM), for the others: at the top dose activity change, negative = inhibition, usual class: inhibitors | Q9NUW8 | 350,000 compounds, 0.28% hits; further: nearly all actives have a fitted effect of over 40% in size
# Target sequence (Q9NUW8 whole entry, looked up): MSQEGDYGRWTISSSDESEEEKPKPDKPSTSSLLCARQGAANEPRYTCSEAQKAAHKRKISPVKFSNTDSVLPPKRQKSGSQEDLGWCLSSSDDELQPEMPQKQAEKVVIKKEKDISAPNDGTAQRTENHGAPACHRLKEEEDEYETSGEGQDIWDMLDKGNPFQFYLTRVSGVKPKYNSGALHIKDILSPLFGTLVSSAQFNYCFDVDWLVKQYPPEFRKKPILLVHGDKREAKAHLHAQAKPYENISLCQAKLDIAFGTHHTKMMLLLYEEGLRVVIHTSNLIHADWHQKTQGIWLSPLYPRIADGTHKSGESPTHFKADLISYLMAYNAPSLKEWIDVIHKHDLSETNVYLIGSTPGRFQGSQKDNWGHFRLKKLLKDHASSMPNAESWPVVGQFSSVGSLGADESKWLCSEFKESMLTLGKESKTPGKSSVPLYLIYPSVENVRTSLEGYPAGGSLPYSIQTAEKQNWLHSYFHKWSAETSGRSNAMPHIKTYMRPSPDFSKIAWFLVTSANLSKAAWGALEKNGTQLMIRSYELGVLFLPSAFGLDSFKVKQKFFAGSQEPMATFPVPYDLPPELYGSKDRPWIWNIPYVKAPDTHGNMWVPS
#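 Signal: AlphaScreen proximity between streptavidin donor and anti-FITC acceptor beads on intact substrate. Reaction: Tdp1 1 nM, substrate 15 nM final, 5 min RT after 15 min compound preincubation.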
# TDP1 cell noCPT: qHTS for Inhibitors of human tyrosyl-DNA phosphodiesterase 1 (TDP1): qHTS in cells in absence of CPT; DT40 Tdp1-/- hTDP1 cells, no CPT, ATP luminescence, 48 h; Potency, µM (top dose mostly 46.2 µM), inactives show at the highest dose activity change, negative = growth inhibition, hits mostly inhibitors; 420,000 compounds, 15% hits; AID 686978, 2013; further: nearly all actives have a fitted effect of over 55% in size
#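 No-CPT arm: Tdp1-/-;hTDP1 DT40 cells (400/well) plus compounds, incubated ≥48 hr at 37 °C. Readout CellTiter-Glo luminescence.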
# KAT2A inh: inhibitors of human GCN5L2 histone acetyltransferase; GCN5L2 HAT assay, ThioGlo1 CoA-SH fluorescence; AID 504327; 390,000 compounds, 0.21% hits; Potency, µM (top dose mostly 58.9 µM), inactives show at the top dose activity change, negative = inhibition, hits mostly inhibitors
#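 Fluorescence readout, Ex340nm/Em540nm: ThioGlo1 (50uM final) reacts with free CoA thiol released as 20nM GCN5L2 acetylates H3(1-25) peptide (75uM) using acetyl-CoA (70uM). Compound and enzyme sat 15 min beforehand; 20 min room-temperature reaction.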
# Starred values were filed as active, the others as inactive; ? = inconclusive; / = no result given; & = joins results of further samples; [ ] = remark or other dose. The call rests on the fitted dose curve; in most records, active means well fitted curve in the direction sought with a large enough effect; inconclusive means small, poorly fitted or top-dose-only effect, or another doubt; inactive means no such curve, though single readings can be large; an effect the other way counts as inactive or inconclusive. On the % scale 0 is the no-effect control and ±100 the full control effect; potency means the concentration at half of the fitted maximal effect.
canonical_smiles | TDP1 block | TDP1 cell noCPT | KAT2A inh
COC(=O)c1cccc(C(=O)N2CCCC(C(=O)c3cccc(OC(C)C)c3)C2)c1 (stereo unspecified) | 2% | ? | -1%
CCNC(=O)COc1cc(C)c(Br)c(C)c1 | -6% | 1% | 13%
Cc1nnc(NC(=O)CSc2nnc(CC(=O)Nc3ccccc3Cl)n2C)s1 | 11%[0.0935 µM] | 6% | -14%
COc1cc2nc(C)sc2cc1SC | 7% | ? | -6%
CCC1OC(c2ccc([N+](=O)[O-])cc2)=Nc2ccccc21 (stereo unspecified) | 9% | -1% | -6%
Cc1ccc(NC(=S)Nc2ncccc2C)c(C)c1 | 8% | ? | -1%
CCOc1ccc(CCNC(=O)Cn2ncc3c(=O)oc4ccc(C)cc4c32)cc1 | -4% | -3% | -4%
Cc1ccccc1S(=O)Cc1ccc(C(=O)NC2CCCCCC2)o1 (stereo unspecified) | 2% | ? | -3%
Cc1cc(Oc2ccccc2)nc(SCC(=O)Nc2ccccc2)n1 | 4% | -29% | -13%
CCC(C)Nc1nc2c(c(=O)[nH]c(=O)n2C)n1Cc1ccc(F)cc1 (stereo unspecified) | / | ? | -2%
CC(C)c1ccc(CN(C(=O)/C=C/c2ccco2)C2CCS(=O)(=O)C2)cc1 (stereo unspecified) | 1% | ? | -3%
Cc1occc1C(=O)Nc1nccs1 | 0% | 2% | 2%
CCOC(=O)c1sc(N2C(=O)C(O)=C(C(=O)c3ccco3)C2c2ccco2)nc1C (stereo unspecified) | 4% | ? | -11%
N#C/C(=C\c1c(N2CCCCC2)nc2ccccn2c1=O)C(=O)NCc1ccco1 | 3% | ? | 2%
CN(C(=O)COC(=O)c1c[nH]c(=O)[nH]c1=O)C1CCCCC1 | -2% | 8% | -3%
COc1ccccc1/C=C/C=N/n1c(-c2n[nH]c3c2CCC3)n[nH]c1=S | 4% | 13µM* | -26%
CCOC(=O)c1c(C)nc2c(C#N)cnn2c1C | 4% | -21% | -5%
NS(=O)(=O)c1ccc(NC(=O)CN2C(=O)C3C4C=CC(C4)C3C2=O)cc1 (stereo unspecified) | 0% | -17% | -5%
CC1CCC(NC(=O)COC(=O)c2n[nH]c(=O)c3ccccc23)CC1 (stereo unspecified) | / | 1% | 2%
CC(C)(C)NC(=O)CN(C(=O)C(=O)Nc1ccc2c(c1)OCCO2)C1CC1 | 2%[0.0935 µM] | -6% | 1%

# Part of the list above, reduced to KAT2A inh.
SMILES,KAT2A inh
Cc1ccccc1S(=O)Cc1ccc(C(=O)NC2CCCCCC2)o1 (stereo unspecified),-3%
COc1cc2nc(C)sc2cc1SC,-6%
CCC1OC(c2ccc([N+](=O)[O-])cc2)=Nc2ccccc21 (stereo unspecified),-6%
CCC(C)Nc1nc2c(c(=O)[nH]c(=O)n2C)n1Cc1ccc(F)cc1 (stereo unspecified),-2%
COc1ccccc1/C=C/C=N/n1c(-c2n[nH]c3c2CCC3)n[nH]c1=S,-26%

# (continued)
canonical_smiles | TDP1 block | TDP1 cell noCPT | KAT2A inh
OCC(O)/C=N/Nc1nc2ccccc2s1 (stereo unspecified) | 1% | 1% | -6%
CC(=O)N1c2ccc(S(=O)(=O)N(C)Cc3ccccc3)cc2CC1C (stereo unspecified) | 1% | 21µM* | -23%
CCc1ccc(-n2c(=S)sc3c(=O)n(-c4ccccc4C)c(SCC(=O)O)nc32)cc1 | / | 28% | -1%
FC(F)(F)c1nc2ccccc2nc1N/N=C\c1ccccc1 | 14% | 18µM* | -25%
CCO[C@H]1OC(C(=O)N2CCN(C)CC2)=C[C@@H](c2ccc(C(F)(F)F)cc2)[C@@H]1CCCO | 0% | -1% | 1%
COc1ccc(NC(=O)CN2CCCN(S(=O)(=O)c3ccc(F)cc3)CC2)cc1 | 0% | -23% | -6%
Nc1nonc1OCCN1CCN(c2ccc([N+](=O)[O-])c3cccnc23)CC1 | / | ? | 1%
CCN(CC(=O)Nc1ccc(NC(C)=O)cc1)C(=O)c1ccc(C(=O)c2ccccc2)cc1 | 1% | 0% | 1%
CC(=O)c1cccc(N(CC(=O)O)S(C)(=O)=O)c1 | -3% | -13% | -10%
CCN1CCc2c(sc(-n3cccc3)c2C(C)NC(=O)Nc2ccc(C(=O)OC)cc2)C1 (stereo unspecified) | 7% | 18µM* | -2%
Cc1cnc2c(c1SCC(=O)NCc1ccccc1Cl)c(=O)n(C)c(=O)n2C | 0% | -19% | 2%
CNc1ccnc(-c2ccccc2C)n1 | / | 33%[activator] | -10%
Cc1ccccc1NC(=O)/C(C#N)=C/c1ccsc1 | 0% | -17% | 0%
OCC[C@H]1C[C@@H](O)[C@H](O)[C@@]2(CCc3ccccc3CO2)O1 | 2% | -5% | -1%
Cc1ccc2cc(CCNC(=O)C(=O)c3c[nH]c4ccccc34)c(=O)[nH]c2c1 | 2% | ? | -15%
CCOc1cc(C(=O)NC(C)COC)cc(OCC)c1OCC (stereo unspecified) | -2% | 9% | 2%
Cc1cccc(OCC(=O)NNC(=O)c2cc3ccccc3oc2=O)c1 | -7% | -28% | -1%
O=C(NCCNC(=O)c1ccco1)c1ccco1 | -5% | 3% | -1%
Clc1cccc(Cl)c1Cn1cc(Br)cn1 | 8% | -8% | -3%
CCCCN1CCc2c([nH]c3ccccc23)C1=O | -5% | -4% | -22%

# (further entries)
canonical_smiles | TDP1 block | TDP1 cell noCPT | KAT2A inh
O=C(NCC(c1ccco1)N1CCN(c2ccc(F)cc2)CC1)C(=O)NC1CCCC1 (stereo unspecified) | 1% | ? | 1%
Nn1c(SCC(=O)NNC(=O)c2ccccc2)nnc1-c1ccccc1F | -3% | -4% | -9%
CN1CCN(c2nc3c(c(=O)n(C)c(=O)n3C)n2Cc2cccc(Br)c2)CC1 | 8% | -7% | ?
Cc1occc1C(=O)N/N=C/c1cccnc1 | 8% | -15% | -3%
O=c1[nH]c(SCc2cccc(F)c2)nc2ccccc12 | -2% | ? | -1%
O=C(CN1C(=O)COc2ccc(S(=O)(=O)N3CCOCC3)cc21)NCc1ccc(F)cc1 | 10% | -15% | 0%
Cc1cc(NS(=O)(=O)c2c(C)[nH]c(=O)[nH]c2=O)ccc1Br | / | 5% | -3%
CCOc1cc(/C=N/n2cnnc2)ccc1OS(=O)(=O)c1ccc(C)cc1 | 0% | -26% | -4%
NC(=O)CC1(CC(=O)O)CCCCC1 | -7% | -6% | 8%
CC/C(C)=N/NC(=O)c1[nH]c2ccc(C)cc2c1-c1ccccc1 | -3% | ? | -2%
O=C(C1CCCCC1)N(Cc1cccnc1)c1nc2ccc(F)cc2s1 | 5% | ? | -11%
Cc1ccc2nc(/C(C#N)=C\c3ccc(Oc4ccc(C(F)(F)F)cc4[N+](=O)[O-])cc3)[nH]c2c1 | / | 10µM* | -1%
O=C1CCCN2N=C(SCC(=O)Nc3ccc(F)cc3F)SC2=N1 | 1%[0.0935 µM] | ? | -1%
CCC1CCCCN1S(=O)(=O)c1ccc(C(=O)Nc2nnc(-c3cccs3)o2)cc1 (stereo unspecified) | 10% | 6.3µM* | -6%
CC(C)N(Cc1ccccc1)C(=O)CN1C(=O)NC2(CCCCCC2)C1=O | 0% | -39% | -1%
O=C(Nc1cccc(F)c1)N1CCN(C(=O)c2ccco2)CC1 | 1% | 15% | -1%
Cc1cc(C(=O)NNC(=O)c2cccs2)c(C)o1 | -1% | 2% | 1%
O=Cc1c(NCc2ccc(Cl)cc2)c2ccccc2[nH]c1=O | 5% | -3% | 1%
OCC1(Cc2ccccc2C(F)(F)F)CCN(Cc2ccc3c(c2)CCO3)CC1 | -9% | 6% | 12%
CN(CC(=O)N1CCCCC1)S(=O)(=O)c1cccc2cccnc12 | 6% | -11% | 2%

# (more compounds)
canonical_smiles | TDP1 block | TDP1 cell noCPT | KAT2A inh
COc1ccc(C2=NS(=O)(=O)N(C)C(C(=O)NCc3ccccc3)=C2)cc1OC | -9% | ? | -23%&-15%
CCCCNC(=O)CCn1c(=O)c2cccn2c2ccc(F)cc21 | 5% | ? | 0%&-8%
CN(CCc1ccccn1)Cc1ccc(Cl)c(Cl)c1 | / | -6% | 0%
CC(C)CNC(=O)c1noc2c1CCCC2 | -1% | -13% | -2%
CC(=O)c1ccc(NC(=O)[C@@H]2CCCN2C(=O)OC(C)(C)C)cc1 | / | ? | 2%
O=C(CN1CCCC1)NC(c1ccccc1)c1ccccc1 | / | 16µM* | -3%
COc1ccc2oc(=O)c(C(=O)NC3CCCCCC3)cc2c1 | / | -25% | 0%
CCn1c(CCC(=O)Nc2nc3c(s2)CCCC3)nc2cc(S(=O)(=O)N(C)C)ccc21 | 6% | -20% | ?
c1ccc(-c2cc3c(ccc4nonc43)nn2)cc1 | 2% | ? | -9%
O=C(C(=O)N1CCN(c2ccccc2)CC1)c1cn(CC(=O)N2CCCCCC2)c2ccccc12 | 7% | ? | -6%
COc1ccc(CN(C)CC(=O)Nc2cc(OC)c([N+](=O)[O-])cc2C)c(OC)c1 | 5% | 15µM* | -11%
CCOC(=O)/C(=C/C=C1\Sc2ccccc2N1CC)C(C)=O | 6% | 21µM* | 4%
C=CCCN(C(C(=O)OC)C(C)C)S(=O)(=O)c1ccccc1Br (stereo unspecified) | -5% | ? | -13%
Cc1ccc(SCCNC(=O)c2ccccc2)cc1 | 0% | -22% | -12%
CCOC(=O)CC(=O)CSc1nc(N)c(C#N)c(-c2ccc(Cl)cc2)c1C#N | 1% | -8% | -18%
CCc1ccccc1NC(=O)CN(C)C(=O)c1cc(C2CC2)nc2c1cnn2C(C)C | 1% | -4% | -3%
Cc1cccc(Sc2ccc([N+](=O)[O-])cc2[N+](=O)[O-])n1 | 0% | 3.3µM* | -1%
COc1ccc(CN2CCN(C(=O)CCC(=O)Nc3nnc(C4CCCCC4)s3)CC2)cc1F | 3% | ? | -3%
Cc1ccc2nc(/C(C#N)=C\c3ccc(N4CCOCC4)o3)[nH]c2c1 | 2% | 21µM* | -10%
O=C(Cn1[nH]c(=O)c2ccccc2c1=O)NCC1COc2ccccc2O1 (stereo unspecified) | 0% | 1% | -7%

# (more compounds)
canonical_smiles | TDP1 block | TDP1 cell noCPT | KAT2A inh
O=C(CCS(=O)(=O)c1ccc(F)cc1)Nc1nc(-c2ccncc2)cs1 | 6% | 9.2µM* | -25%
Cc1ccc(OCCOc2ccc(Br)cc2/C=N\NC(N)=O)cc1 | 5% | ? | 39%[activator]
COc1ccc(CC(=O)Nc2ccc(S(=O)(=O)Nc3nc(C)cc(C)n3)cc2)cc1 | 1% | -13% | -5%
CC1CN(C(=O)c2cc3c(=O)n4ccccc4nc3n2C)CC(C)O1 (stereo unspecified) | 0% | -6% | ?
Nc1ccc(S(=O)(=O)N2CCOCC2)cc1 | 1% | 1% | /
COc1ccc(OC)c(/C=N/NC(=O)c2cc[n+](Cc3ccccc3)cc2)c1 | 0% | ? | 1%
O=C(Cn1ccc([N+](=O)[O-])n1)Nc1nccs1 | 2% | 4% | 1%
O=C(CCCNC(=O)c1ccc(Cl)cc1)Nc1nccs1 | 0% | -25% | 3%
CCOc1ccc(NC(=O)NN2C(C)CCCC2C)cc1 (stereo unspecified) | / | ? | 5%
O=C1C(=O)N(CCCN2CCOCC2)C(c2ccc(Cl)cc2)/C1=C(/O)c1ccc(F)cc1 (stereo unspecified) | 3% | 6% | -7%
COc1ccc(N2CCN(C(=O)C3Cc4ccccc4N3C(C)=O)CC2)cc1 (stereo unspecified) | 1% | -28% | 2%
COC(=O)c1ccc2c(c1)c(-c1ccccc1)c(-c1ccccc1)n2C | 1%[56.1 µM] | -28% | -12%
N#Cc1c(N)n(-c2cccc(O)c2)c2nc3ccccc3nc12 | 5% | -27% | ?
Nc1c(C(=O)Nc2ccc3c(c2)OCCO3)nnn1Cc1cccc(Cl)c1 | 7% | 16µM* | -7%
CCC(=O)NC(c1ccc(OC)cc1)c1cc(Cl)c2cccnc2c1O (stereo unspecified) | 11% | 6.5µM* | 2%
COc1cc(CNCC(C)C)c(Br)cc1OCC(=O)NCc1ccccc1 | -4% | -10% | -3%
O=C(CCn1c(=O)c2sccc2n(Cc2cc(=O)n3ccccc3n2)c1=O)NCc1ccco1 | 9% | -2% | -10%
COc1ccc(/C=C2\SC(=O)N(CC(=O)Nc3cccnc3)C2=O)cc1OC | -3% | ? | -9%
COc1ccc(Nc2nc(NC(C)(C)C)nc(N3CCCC3)n2)c(OC)c1 | 11% | 16µM* | -6%
CCCNC(=S)N1CCC(NC(=O)c2ccc(OC)cc2)CC1 | 3% | -23% | -5%
S=c1[nH]nc(-c2ccco2)n1/N=C/c1ccc(Cl)cc1Cl | 1% | -12% | ?

# A portion of the library. The share of hits here may be higher or lower than overall.
